Assay outcomes (PubChem)
GSK3A inh: inhibitors of human GSK-3 alpha kinase | P49840 | ADP-Glo luminescence, 60 min | inhibition, % at 10 µM | 320,000 compounds, 0.1% hits | AID 2650;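 in the data active = inhibition above about 50%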;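 also: GST-tagged GSK-3 alpha with peptide substrate and 25 µM ATP; 0% = DMSO neutral wells and 100% = GW8510 positive control wells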
Target sequence (P49840 whole entry, looked up): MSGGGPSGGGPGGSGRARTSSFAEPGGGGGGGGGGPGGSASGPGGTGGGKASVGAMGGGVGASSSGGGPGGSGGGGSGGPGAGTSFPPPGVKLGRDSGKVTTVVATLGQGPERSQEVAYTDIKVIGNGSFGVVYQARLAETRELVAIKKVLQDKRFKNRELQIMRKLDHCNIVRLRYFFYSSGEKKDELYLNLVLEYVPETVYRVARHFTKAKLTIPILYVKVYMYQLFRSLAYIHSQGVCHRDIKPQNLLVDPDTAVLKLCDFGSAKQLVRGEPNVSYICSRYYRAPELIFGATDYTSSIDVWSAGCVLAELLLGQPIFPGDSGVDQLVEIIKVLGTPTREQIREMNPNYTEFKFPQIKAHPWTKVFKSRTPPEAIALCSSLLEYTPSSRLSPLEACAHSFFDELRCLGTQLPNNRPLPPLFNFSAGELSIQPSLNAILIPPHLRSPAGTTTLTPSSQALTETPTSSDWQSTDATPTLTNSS
HIF activator: HIF pathway transcriptional activation | U2OS HRE-luciferase reporter, luminescence; normalized: DMSO 0%, desferrioxamine 100% | activation, % at 7.5 µM (by protocol) | 300,000 compounds, 0.32% hits | AID 1910;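 active = mean activation of at least 10% of the iron chelator positive control signal, with at least half of replicates also reaching 10%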
HSP90 inh: HSP90 refolding inhibition in rabbit reticulocyte lysate; luciferase refolding luminescence, 3 h; inhibition, % at 5.6 µM; 290,000 compounds, 0.91% hits; AID 1789;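 active = inhibition above the screen-wide mean plus 3 SD, computed separately per campaign, cut at about 16% in these data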;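 also: 0% = DMSO wells and 100% = 60 µM geldanamycin wells; inhibitors lower the luminescence because luciferase stays unfolded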
KLF5 inh: inhibitors of KLF5 expression. DLD-1 KLF5 promoter-luciferase reporter, luminescence. 290,000 compounds, 0.23% hits. inhibition, % at 5 µM;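 active = inhibition above a per-plate limit of that plate's mean compound inhibition plus 3 SD, cut at about 60% in these data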;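 also: 0% = DMSO wells and 100% = LY294002 at 200 µM; higher means less KLF5 promoter-driven luciferase light; inactives centre near -14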
HSF1 activator: increases HSF-1 driven luciferase reporter signal. NIH3T3-HGL HSF-1 luciferase reporter, MG132, 8 h; 100% = twice DMSO control signal. activation, % at 9 µM. 300,000 compounds, 1.7% hits. AID 504408;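 active = mean replicate activation of at least 50% with a set share of replicates each reaching 50%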;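 also: 0% = median of the neutral control wells and 100% = twice that signal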
GSK3B inh: human GSK3beta kinase inhibition. 300,000 compounds, 0.038% hits. P49841. GST-GSK3beta kinase, ADP-Glo luminescence, 60 min; active compounds read low. activity score (negative = inhibition), % at 10 µM. AID 2097;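 active = more than half of replicate wells score below -50%, meaning over 50% inhibition versus plate controls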;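 also: 0% = median DMSO wells and -100% = median GW8510 positive control wells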
Target sequence (P49841 whole entry, looked up): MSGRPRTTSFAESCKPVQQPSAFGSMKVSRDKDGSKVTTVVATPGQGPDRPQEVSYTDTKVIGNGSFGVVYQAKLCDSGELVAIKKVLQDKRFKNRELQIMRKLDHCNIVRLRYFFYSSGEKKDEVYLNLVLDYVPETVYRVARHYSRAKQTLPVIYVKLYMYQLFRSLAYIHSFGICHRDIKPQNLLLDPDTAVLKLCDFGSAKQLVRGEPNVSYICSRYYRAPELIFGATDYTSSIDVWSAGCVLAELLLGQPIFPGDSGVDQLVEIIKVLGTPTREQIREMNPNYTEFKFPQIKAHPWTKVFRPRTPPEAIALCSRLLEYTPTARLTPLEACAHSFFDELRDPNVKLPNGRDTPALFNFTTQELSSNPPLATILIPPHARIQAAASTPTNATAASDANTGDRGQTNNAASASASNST
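Test system: GST-fused GSK3beta enzyme, cell-free | Quantity: 1.6 ng GST-GSK3beta enzyme per well | Reagent: 25 µM ATP with peptide substrate | Schedule: 60 min enzyme reaction, room temperature | Signal: Luminescent ADP-Glo measurement of ADP formed | Read-out basis: Score relative to plate controls | Control set: DMSO and 20 µM GW8510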
IEC-6 tox: IEC-6 cytotoxicity, counter-screen for KLF5 inhibitors | luminescence viability | inhibition, % at 5 µM | 290,000 compounds, 0.78% hits | AID 1825; in the data active = inhibition above about 22%;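 also: 0% = plate median of test compound wells and 100% = cytotoxic reference compound wells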
aSyn 5UTR inh: 5' untranslated region of α-synuclein, MLPCN primary screen | alpha-synuclein 5'UTR reporter, inhibitor activity | inhibition, % (tested at 7.5 µM) | 300,000 compounds, 0.82% hits | AID 1813; in the data active = inhibition above about 60%;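 also: H4 neuroglioblastoma cells stably carrying SNCA 5'UTR luciferase fusion; 0% = DMSO wells and 100% = positive control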
HSF1 inhib: HSF1 inhibition; NIH3T3-HGL HSE-luciferase, MG132-induced, luminescence 8 h; active compounds read low; activity change, negative = inhibition, % at 7.5 µM (by protocol); 300,000 compounds, 0.77% hits; AID 2098;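 active = more than half of replicate wells show activity change below -50%, luminescence cut by over half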;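 also: luciferase reports HSF-1 transcriptional activity via heat shock element; 0% = median of DMSO wells and -100% = zero luminescence signal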
AI-2 QS mod: modulates the Vibrio harveyi AI-2 quorum sensing system. Vibrio harveyi JMH597 AI-2 luminescence/OD600 ratio, 9 h; active compounds read low; strain lacks LuxN and CqsS sensors; 0 = neutral-control median. activity change, % at 7.5 µM. 300,000 compounds, 0.4% hits; in the data active = activity change below about -75%, passing the limit was not always enough;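 also: luminescence divided by OD600 gain over 9 h not by final OD600 alone; inactives centre near 13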
* = called active by the depositor; · = not tested or not shown.

SMILES | GSK3A inh | HIF activator | HSP90 inh | KLF5 inh | HSF1 activator | GSK3B inh | IEC-6 tox | aSyn 5UTR inh | HSF1 inhib | AI-2 QS mod
Nc1nnc(SCC(=O)NC2CCCCC2)n1-c1ccccc1 | -1 | 0.2 | 0 | 1 | 18 | -1 | -5 | -2 | 8 | 13
COc1nc(NCCO)nc(Nc2ccc([N+](=O)[O-])cc2)n1 | -3 | -0.2 | 1 | -9 | 21 | 3 | -1 | -47 | 5 | 38
O=C(NCc1cccnc1)c1ccc(COc2ccccc2Cl)cc1 | 4 | 0.4 | -1 | -24 | 14 | -2 | -1 | 0 | 7 | 32
COC(CNC(=O)c1ccc2c(c1)ncn2-c1cc(C)cc(C)c1)OC | -4 | 0.2 | -2 | -21 | 19 | -3 | 5 | -40 | -4 | 14
Cc1ccc(N2CN=c3s/c(=C\c4ccccn4)c(=O)n3C2)cc1 | -1 | 2.5 | -3 | 0 | -59 | 0 | 2 | -63 | -52* | 25
CC(C(=O)NCC1CCCO1)N1C(=O)C2C3CC(C(Br)C3Br)C2C1=O (centres undefined) | 0 | -1.5 | -1 | -30 | 6 | 1 | 0 | -14 | 8 | 18
COc1ccc(CNC(=O)C2CCCN(C(=O)Nc3ccccc3OC)C2)cc1 (centres undefined) | 0 | 0.4 | -3 | -3 | 22 | 0 | -1 | 7 | 4 | 21
COc1ccc(/C=C/C(=O)OCc2cc(=O)n3c(n2)sc2ccccc23)cc1 | -1 | -0.7 | 0 | -5 | -9 | 4 | 9 | 9 | 2 | 22
CN(C(=O)COC(=O)CN1C(=O)c2ccccc2C1=O)c1c(N)n(Cc2ccccc2)c(=O)[nH]c1=O | -2 | 0.9 | · | · | 1 | -3 | · | 3 | 3 | 34
Cc1ccc(C)c(N(CC(=O)NC2CCCC2)C(=O)CCC(=O)Nc2cc(C)on2)c1 | -2 | 0.6 | -1 | -10 | 13 | 0 | 2 | -6 | 2 | 5
CCn1cc(CN2CCCC(C(=O)Nc3ccc(-c4nc5ccccc5[nH]4)cc3)C2)c(C)n1 (centres undefined) | 1 | 0.5 | -2 | -33 | -18 | 2 | 7 | -37 | -17 | 14
CCc1nn(C(C)C(=O)NCc2cccc(Cl)c2)c(=O)c2cc3occc3n12 (centres undefined) | 5 | -0.1 | -2 | 10 | -10 | 3 | 5 | -24 | 4 | 36
CC(C)(C)Cc1nnc(NS(=O)(=O)Cc2ccccc2)s1 | -2 | -0.3 | 2 | -11 | -13 | 4 | 1 | 10 | -1 | 23
Cc1cccc(C)c1-n1nnnc1C1(Nc2ccccc2)CCCCC1 | 0 | 0.7 | 3 | 9 | 12 | 0 | 7 | 3 | -9 | 0
Cc1cccc(CSc2ccc3nnc(-c4cccs4)n3n2)c1 | · | 0.2 | -3 | 3 | 4 | 3 | -3 | 13 | 5 | 10
CCOC(=O)c1ccc(CSc2nnc(C)n2N)o1 | -1 | -0.6 | -1 | -10 | -19 | 3 | -3 | 3 | 0 | 8
COc1cc(CNCCN2CCOCC2)ccc1OCc1ccc(Cl)cc1Cl | 3 | -0.5 | 0 | -23 | 29 | 0 | 1 | 15 | 7 | 0
COc1cc(OC)cc(C(=O)Nc2cccc(NC(=O)c3ccccc3)c2)c1 | 0 | 0.9 | -2 | -35 | -5 | 3 | 1 | 2 | -1 | 8
COc1ccc(N(CC(=O)NCCSCc2ccco2)S(=O)(=O)c2ccccc2)cc1OC | -1 | 0.3 | -2 | -40 | 6 | 0 | -2 | 2 | 6 | 5
CCOC(=O)N/N=C/C(Cl)=C/c1ccccc1 | -4 | 2.7 | 2 | -44 | 16 | 1 | 6 | -128 | 2 | 1

HSF1 inhib: what is marked active above
| Molecule | GSK3A inh | HSP90 inh | KLF5 inh | HSF1 activator | GSK3B inh | aSyn 5UTR inh | HSF1 inhib | AI-2 QS mod |
| --- | --- | --- | --- | --- | --- | --- | --- | --- |
| Cc1ccc(N2CN=c3s/c(=C\c4ccccn4)c(=O)n3C2)cc1 | -1 | -3 | 0 | -59 | 0 | -63 | -52* | 25 |

Additional entries:
SMILES | GSK3A inh | HIF activator | HSP90 inh | KLF5 inh | HSF1 activator | GSK3B inh | IEC-6 tox | aSyn 5UTR inh | HSF1 inhib | AI-2 QS mod
COCC(=O)NNC(=O)Cc1ccc(Cl)cc1 | -2 | -0.2 | -4 | -1 | -1 | 0 | -5 | 5 | 5 | 7
CN1C(=S)SC(/[N+]([O-])=C\c2ccc(Cl)cc2)C1(C)C (centres undefined) | -3 | 1.4 | -2 | -14 | -1 | 1 | -1 | 4 | 4 | 10
Cc1oc2c(c(C)cc3oc(=O)c(CC(=O)NCCC(=O)O)c(C)c32)c1C | -1 | -0.3 | 8 | -11 | -2 | 3 | 4 | -5 | -3 | 3
COc1cccc(C2(O)CCN(C(=O)C(C)C)CC2)c1 | -2 | -0.2 | 3 | 5 | 3 | 2 | 10 | 3 | -9 | -2
CC(C)(C)OC(=O)CNC(=O)c1nc[nH]c1C(=O)N1CCNCC1 | 4 | -2.7 | · | · | 8 | -3 | · | 6 | 1 | 48
O=C(COC(=O)Cc1ccc(Cl)cc1)Nc1ccc(OC(F)F)cc1 | -2 | 0.2 | -1 | -33 | 7 | -2 | -9 | -5 | 6 | 16
Cc1c(C(=O)C(=O)N2c3ccccc3CC2C)c2ccccc2n1C (centres undefined) | -1 | 0.0 | 1 | 4 | -6 | 1 | 9 | -8 | -13 | 23
Cc1csc(NC(=O)CSc2ccc([N+](=O)[O-])cn2)n1 | 3 | -0.2 | 7 | -31 | 10 | 1 | 5 | -11 | 9 | 11
Cc1ccc(S(=O)(=O)N2CCCC2CNC(=O)C(=O)NC2CCCC2)cc1 (centres undefined) | -1 | 0.0 | · | · | -4 | 0 | · | 9 | -3 | 5
COc1ccccc1N1CCN(C(c2ccc(Cl)cc2)c2nnnn2C(C)(C)C)CC1 (centres undefined) | 3 | 0.2 | -1 | -13 | -2 | 0 | -1 | 25 | 4 | 0
O=S(=O)(Nc1ccc2[nH]ncc2c1)c1ccccc1Cl | 4 | 0.0 | -2 | -1 | -6 | -4 | -3 | 7 | -7 | 37
O=C(Nc1cccc(C(=O)Nc2cccc(C(F)(F)F)c2)c1)c1ccc(=O)[nH]c1 | 1 | 0.1 | -2 | -26 | -8 | 4 | -4 | -11 | -13 | 38
O=C(COC(=O)/C=C/c1ccc(Cl)cc1)NCCN1C(=O)CSC1=O | 0 | -0.6 | 5 | -1 | 3 | 3 | 4 | -10 | -1 | 26
COc1cc(C2OCC3C(c4ccc(OC5OC(CO)C(O)C(O)C5O)c(OC)c4)OCC23)ccc1O (centres undefined) | -2 | 0.3 | 0 | -16 | 6 | -24 | -4 | 26 | -1 | 1
COc1ccc(C(=O)NCCn2ccc3ccccc32)cc1OC | -2 | 0.8 | 0 | 6 | 4 | 5 | 7 | -5 | 4 | 11
O=C(NNC1=NS(=O)(=O)c2ccccc21)c1ccc(Cl)cc1 | 0 | -0.7 | 3 | -17 | -2 | 1 | -3 | 0 | -9 | 40
C(=C\CSc1nnnn1-c1ccccc1)/CSc1nnnn1-c1ccccc1 | -1 | -0.3 | 8 | -12 | -4 | 3 | -2 | 4 | 2 | 8
Cc1sc2nc[nH]c(=S)c2c1-c1ccccc1 | 9 | 1.1 | 2 | -4 | 5 | 3 | -8 | 23 | -8 | 13
N#CCCN1CCN(S(=O)(=O)c2ccc(S(=O)(=O)N3CCCC3)cc2)CC1 | 3 | 0.2 | 2 | -4 | -31 | 1 | -2 | 17 | -13 | 11
Cc1cccc(C(=O)Nc2cccc(NC(=O)c3ccccc3)c2)c1 | 0 | -1.3 | -3 | -47 | 4 | -2 | 1 | -13 | 2 | 25

Single records (already shown). Order of values: GSK3A inh | HIF activator | HSP90 inh | KLF5 inh | HSF1 activator | GSK3B inh | IEC-6 tox | aSyn 5UTR inh | HSF1 inhib | AI-2 QS mod
Shown for Cc1c(C(=O)C(=O)N2c3ccccc3CC2C)c2ccccc2n1C (centres undefined) = -1 | 0.0 | 1 | 4 | -6 | 1 | 9 | -8 | -13 | 23
Shown for O=S(=O)(Nc1ccc2[nH]ncc2c1)c1ccccc1Cl = 4 | 0.0 | -2 | -1 | -6 | -4 | -3 | 7 | -7 | 37

A second format for some results above:
> Cc1oc2c(c(C)cc3oc(=O)c(CC(=O)NCCC(=O)O)c(C)c32)c1C
  GSK3A inh = -1 | HIF activator = -0.3 | HSP90 inh = 8 | KLF5 inh = -11 | HSF1 activator = -2 | GSK3B inh = 3 | IEC-6 tox = 4 | aSyn 5UTR inh = -5 | HSF1 inhib = -3 | AI-2 QS mod = 3
> Cc1ccc(S(=O)(=O)N2CCCC2CNC(=O)C(=O)NC2CCCC2)cc1 (centres undefined)
  GSK3A inh = -1 | HIF activator = 0.0 | HSP90 inh = · | KLF5 inh = · | HSF1 activator = -4 | GSK3B inh = 0 | IEC-6 tox = · | aSyn 5UTR inh = 9 | HSF1 inhib = -3 | AI-2 QS mod = 5

(cont.)
SMILES | GSK3A inh | HIF activator | HSP90 inh | KLF5 inh | HSF1 activator | GSK3B inh | IEC-6 tox | aSyn 5UTR inh | HSF1 inhib | AI-2 QS mod
CC(=O)Nc1ccc(NCc2cccs2)cc1 | -1 | -0.7 | 2 | -16 | 1 | -5 | -5 | -30 | 5 | 1
O=C(CCNC(=O)c1ccco1)Nc1ccc(OC(F)F)cc1 | 2 | 0.0 | -4 | -40 | -4 | -18 | -4 | 7 | -5 | 13
O=C(c1cccc(C(=O)N2CCN(c3ccccc3)CC2)c1)N1CCN(c2ccccc2)CC1 | -2 | 0.1 | -3 | -23 | -2 | 4 | -8 | -6 | 4 | 30
N#CC1(NC(=O)COC(=O)c2nc(Cl)c(Cl)c(N)c2Cl)CCCCC1 | -4 | 0.1 | · | · | 12 | 2 | · | 4 | 6 | 15
O=C(NCc1ccco1)/C(=C/c1ccc(F)cc1)NC(=O)c1ccccc1 | -2 | -0.2 | 3 | -1 | 17 | · | -5 | 2 | 7 | ·
O=C(c1cc(COc2cccc(C(F)(F)F)c2)on1)N1CCc2ccccc2C1 | 1 | -0.2 | -4 | -22 | -12 | 0 | 1 | -4 | -10 | -48
CC1CCCCN1C(=O)CSc1nnc(-c2ccco2)n1CC1CCCO1 (centres undefined) | -2 | -0.4 | -1 | -3 | -3 | 2 | -8 | 3 | -6 | 25
O=C(NCc1nc(-c2ccccc2)no1)c1ccc(Br)o1 | -2 | -0.5 | -2 | -8 | 2 | -2 | -3 | 4 | 1 | -95*
